From PubChem BioAssay
V-ATPase pHluor: alters yeast V-ATPase proton transport | S. cerevisiae, pHLuorin cytosolic pH fluorescence | 350,000 compounds, 0.37% hits | response, % at 10 µM; in the data active = response mostly above about 7.3%, no sharp cut-off; inactive = mostly below about 5.4%; also: actives read high; inactives centre near 0; some compounds called inactive have numbers as strong as hits; reference of the scale not given here
HTR5A inv ag: counter-screen for OPRM1-OPRD1 inverse agonists: human HTR5A inverse agonism | P47898 | HTR5A cell line, luminescence | inhibition, % at 9.3 µM | 340,000 compounds, 0.083% hits | AID 504634; in the data active = inhibition mostly above about 23%, no sharp cut-off; inactive = mostly below about 18%;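 also: 0% = cells with DMSO and 100% = no-cell wells with DMSO; some compounds called inactive have numbers as strong as hits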
Target sequence (P47898 whole entry, looked up): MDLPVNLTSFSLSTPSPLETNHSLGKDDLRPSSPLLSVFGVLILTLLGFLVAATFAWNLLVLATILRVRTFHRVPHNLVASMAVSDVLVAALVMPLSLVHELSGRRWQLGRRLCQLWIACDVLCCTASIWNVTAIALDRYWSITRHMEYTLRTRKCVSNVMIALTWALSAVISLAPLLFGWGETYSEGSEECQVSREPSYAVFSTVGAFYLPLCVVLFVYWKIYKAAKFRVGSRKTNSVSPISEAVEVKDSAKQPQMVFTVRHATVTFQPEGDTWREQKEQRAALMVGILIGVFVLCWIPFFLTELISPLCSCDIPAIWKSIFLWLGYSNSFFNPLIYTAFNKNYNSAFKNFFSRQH
CAL PDZ FP: blocks peptide binding to the human CAL PDZ domain. inhibition, % at 24.9 µM. AID 602252. 300,000 compounds, 0.92% hits. Q9HD26. purified CAL PDZ, TMR-peptide fluorescence polarization, 1 h;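 active = mean inhibition of at least 30% with at least half of replicates also reaching 30%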;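 also: 0% = DMSO neutral control and 100% = excess unlabeled competitor peptide PRC23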
OPRM1-OPRD1 inv: inverse agonists of human mu-delta opioid receptor heterodimerization. 340,000 compounds, 0.21% hits. inhibition, % at 9.3 µM. cell-based MOR-DOR heterodimer luminescence, inverse agonism. P35372+P41143; in the data active = inhibition above about 22%, passing the limit was not always enough;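 also: 0% = cells with DMSO and 100% = wells without cells with DMSO; values of inactives mirror those of a sister screen read the other way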
RTF Ca sens act: increases calcium sensitivity of human cardiac regulated thin filaments; P19429+P45379; 340,000 compounds, 0.24% hits; IANBD-labeled TnC RTF fluorescence at EC20 calcium; 0% EC20 calcium, 100% full calcium; activation, % at 7.2 µM;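 active = activation above the mean over all tested compounds plus 3 SD, cut at about 30% in these data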;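 also: rise in fluorescence read as greater calcium sensitivity of cardiac thin filaments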
Cardiac RTF inh: cardiac RTF calcium desensitization. P19429+P45379. IANBD-labeled cardiac RTF, Ca2+ fluorescence. inhibition, % at 7.15 µM. 340,000 compounds, 0.12% hits. AID 493244;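 active = inhibition above the mean inhibition of all tested compounds plus 3 SD, cut at about 17% in these data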;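 also: assay run at fixed EC70 calcium of 1.6 mM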
OPRM1-OPRD1 ag: OPRM1-OPRD1 heterodimerization agonism | cells, luminescence | activation, % at 9.3 µM | 340,000 compounds, 0.3% hits; in the data active = activation above about 18%;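 also: 0% = vehicle-treated cells and 100% = reference agonist; values of inactives mirror those of a sister screen read the other way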
Keap1 Nrf2 FP: disrupts human Keap1 binding to Nrf2 peptide | 340,000 compounds, 0.15% hits | Keap1 Kelch-Nrf2 peptide fluorescence polarization, 1536-well | Q14145 | inhibition, % at 9.4 µM; in the data active = inhibition above about 12%;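 also: human Keap1 Kelch domain with fluorescein labeled Nrf2 9mer peptide probe; 0% = neutral control wells and 100% = peptide positive control; higher means more block of Keap1 binding to Nrf2 peptide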
Target sequence (Q14145 whole entry, looked up, the tested form may be a part): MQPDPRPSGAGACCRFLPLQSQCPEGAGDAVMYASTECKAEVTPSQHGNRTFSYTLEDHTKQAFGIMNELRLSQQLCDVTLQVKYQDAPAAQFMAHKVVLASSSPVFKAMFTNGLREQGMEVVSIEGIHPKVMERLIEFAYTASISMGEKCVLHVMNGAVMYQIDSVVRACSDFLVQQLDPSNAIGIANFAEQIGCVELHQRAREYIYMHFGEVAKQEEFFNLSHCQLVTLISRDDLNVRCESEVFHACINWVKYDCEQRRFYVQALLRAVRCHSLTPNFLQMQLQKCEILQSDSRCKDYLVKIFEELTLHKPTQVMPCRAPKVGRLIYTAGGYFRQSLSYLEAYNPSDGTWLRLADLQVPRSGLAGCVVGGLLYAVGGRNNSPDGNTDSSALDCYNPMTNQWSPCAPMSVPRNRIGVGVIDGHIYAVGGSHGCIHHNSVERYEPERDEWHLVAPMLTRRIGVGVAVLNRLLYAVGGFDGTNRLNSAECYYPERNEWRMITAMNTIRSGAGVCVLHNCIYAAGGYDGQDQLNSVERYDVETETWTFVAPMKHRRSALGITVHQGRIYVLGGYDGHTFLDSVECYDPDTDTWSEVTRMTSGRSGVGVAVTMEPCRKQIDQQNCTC
HTR5A ag: counter-screen for OPRM1-OPRD1 agonists: human HTR5A agonism. P47898. HTR5A agonist assay, luminescence, cell-based. activation, % at 9.3 µM. 340,000 compounds, 0.61% hits. AID 504692; in the data active = activation mostly above about 9.5%, no sharp cut-off; inactive = mostly below about 7.6%;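 also: 0% = cells with vehicle only and 100% = reference agonist; strong numbers were not always called active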
LANA DNA inh: KSHV C-LANA DNA binding inhibition | MBP-C-LANA/FAM-LBS DNA binding, fluorescence polarization | inhibition, % at 9 µM | 340,000 compounds, 0.078% hits | AID 504423;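 active = highest replicate inhibition at or above 60% at 9 µM, even if other replicates fall short; inactive = all replicates below 60% inhibition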;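 also: 0% = neutral control wells and 100% = 4 µM acridine orange control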
The depositor's hits bear a star; . = no result given.

SMILES,V-ATPase pHluor,HTR5A inv ag,CAL PDZ FP,OPRM1-OPRD1 inv,RTF Ca sens act,Cardiac RTF inh,OPRM1-OPRD1 ag,Keap1 Nrf2 FP,HTR5A ag,LANA DNA inh
COCc1cccc(N2C(=O)CC(C3C=C(C)C4C(=O)N(c5cccc(COC)c5)C(=O)C4C3)C2=O)c1 (configuration not stated),-0.6,6.3,-3.1,18.3,0.5,-6.1,-3.6,-5.5,-2.3,0.6
COc1ccccc1N/N=C(\C#N)C(=N)N1CCOCC1,-1.9,-5.6,-3.1,7.2,2.0,-6.8,-1.4,0.0,2.2,-0.6
CC(=O)c1cc(-c2ccccc2)[nH]c1N1CCOCC1,-1.2,-13.3,-2.5,19.5,12.4,-36.3,-3.4,-3.8,0.3,-0.8
COc1cc(CC(=O)Nc2cccc(S(=O)(=O)N(C)c3ccccc3)c2)cc(OC)c1OC,1.6,-13.9,-2.1,2.9,1.1,-1.2,-0.7,4.0,5.6,0.8
Cc1cc(C)n(C(=O)CNC(=O)c2cccc(Br)c2)n1,2.8,0.2,.,13.1,1.6,-6.7,-2.5,-3.2,-2.1,0.2
CC(C)CC(=O)NCCNC(=O)c1cc(OCC(F)(F)F)ccc1OCC(F)(F)F,-0.6,7.9,-2.5,12.2,1.1,-11.1,-2.2,-2.7,-2.9,-3.6
COC(=O)C1CSC(c2ccc(Cl)cc2)N1C(=O)c1ccccc1 (configuration not stated),-1.3,14.1,.,-14.3,4.8,-4.2,2.6,-2.0,-2.2,-0.5
CC(C)N1C(=O)CCC1C(=O)NCc1ccco1 (configuration not stated),1.7,-8.2,-3.0,4.2,1.2,1.6,-0.8,-3.4,3.0,-0.7
COc1ccc(OCc2nnc(SCC(=O)Nc3cccc(Cl)c3)o2)cc1,4.4,-12.1,-5.2,-14.8,2.8,-7.7,2.1,4.5,9.9,0.3
COc1ccc(C2=[N+](C)CCn3cccc32)c(OC)c1,2.4,1.0,-1.1,14.1,0.2,11.6,-2.6,-5.0,3.4,0.3
O=C(NCc1ccccc1)c1cccc(Br)n1,-2.9,0.3,-0.2,0.4,-11.5,-1.8,-0.1,3.7,2.6,-0.6
O=C(CSCc1ccc(Cl)cc1)N1CCOCC1,-1.9,6.3,-3.3,-15.9,7.5,-11.5,2.6,-7.1,-2.4,-1.6
O=c1nc(-c2ccccc2)nc(-c2ccccc2)[nH]1,5.6,-21.8,.,9.2,2.3,-11.0,-1.8,-2.0,1.0,-0.3
O=C(Cc1cccc(NC(=O)C2CCCN(C(=O)C3CCCCC3)C2)c1)Nc1ccc(C(=O)N2CCOCC2)cc1 (configuration not stated),-0.9,-12.6,-1.6,16.1,-4.0,1.7,-3.5,-0.2,3.3,4.9
O=C(/C=C/c1cccs1)Nc1sc2c(c1C(=O)O)CCCC2,0.6,22.1,-2.0,15.3,-6.8,0.5,-2.8,1.2,-9.1,0.9

(continued)
SMILES,V-ATPase pHluor,HTR5A inv ag,CAL PDZ FP,OPRM1-OPRD1 inv,RTF Ca sens act,Cardiac RTF inh,OPRM1-OPRD1 ag,Keap1 Nrf2 FP,HTR5A ag,LANA DNA inh
Cc1cc(N=Cc2cc(Cl)ccc2O)no1,1.6,-5.4,.,2.3,3.6,-0.5,-0.4,-1.7,-3.5,-2.0
Cn1c(=O)n(CC(=O)NCC2CCCO2)c(=O)c2c3c(sc21)CCCC3 (configuration not stated),9.8,-1.7,-3.3,2.9,-6.2,1.1,-0.6,2.0,-2.0,0.5
CC(C)NC(=O)NC(=O)CSc1nnc(COc2ccccc2Cl)o1,-5.8,-6.5,-4.0,2.3,-2.3,-11.6,-0.5,1.8,2.5,1.4
C/C(=N\Nc1nc(C)cc(-c2ccccc2)n1)c1ccc(F)cc1,2.7,-1.9,2.0,-5.2,-8.2,-1.1,1.1,-1.5,0.5,-0.2
COc1ccc(S(=O)(=O)N(C)C[C@H]2Oc3ccc(NS(=O)(=O)c4ccc(F)cc4)cc3C(=O)N([C@H](C)CO)C[C@@H]2C)cc1,2.5,-1.4,-5.0,4.2,0.5,-4.5,-0.7,-2.1,-1.3,1.7
OC1CCCN(CC(O)COC(c2ccccc2)c2ccccc2)C1 (configuration not stated),1.4,-6.3,7.2,-13.0,8.7,-4.0,2.4,-3.9,2.3,1.0
CCOC(=O)c1c(C)[nH]c(C(=O)COC(=O)Cn2cc(C(F)(F)F)ccc2=O)c1C,-0.5,3.1,-0.2,2.5,2.1,1.8,-0.6,-3.3,-1.3,-2.2
Cc1ccc(Nc2nc(C)c3c(n2)CC(C)CC3=O)c(C)c1 (configuration not stated),-3.7,-10.3,-23.7,7.8,7.9,1.2,-1.6,2.8,1.5,-0.1
CCCCCC(C)NC(=S)NC(=O)c1cc(S(=O)(=O)N2CCOCC2)ccc1C (configuration not stated),2.9,-23.3,-1.4,6.2,25.7,11.7,-1.2,3.5,14.6*,0.4
Cc1ccccc1NC(=O)C12CC3CCC1(C)C3(C)CO2 (configuration not stated),.,5.1,-2.6,5.7,0.7,1.3,-0.8,-7.9,0.4,0.5
NS(=O)(=O)c1ccc(NC(=O)CSc2nc3c(c(=O)[nH]2)CCCC3)cc1,-0.2,-7.9,1.0,6.4,-7.3,-39.9,-1.0,4.4,2.8,1.2
O=C(COC(=O)[C@H](Cc1ccccc1)NC(=O)c1ccco1)NC(c1ccccc1)c1ccccc1,-2.4,7.9,-1.2,-2.9,6.1,-5.5,0.5,-3.6,0.7,5.8
CC(=O)OCc1cc(-c2nc3ccccc3[nH]c2=O)nn1-c1ccc(Cl)cc1,2.7,-22.6,-1.8,9.7,-2.8,-6.1,-1.9,-0.7,6.2,0.1
COc1ccccc1C(=O)Nc1ccc(S(=O)(=O)N2CCCC2)cc1,-1.9,7.7,-1.6,13.1,-1.6,6.4,-2.4,-2.0,2.2,0.4
COc1cc(C2C3=C(CCCC3=O)Nc3[nH]n(-c4ccccc4)c(=O)c32)ccc1OC(C)=O (configuration not stated),0.2,-4.4,0.3,17.7,0.7,1.6,-3.7,2.9,0.0,0.5

Reformatted with values under each structure: part of the list above.
The line under a structure holds: V-ATPase pHluor	HTR5A inv ag	CAL PDZ FP	OPRM1-OPRD1 inv	RTF Ca sens act	Cardiac RTF inh	OPRM1-OPRD1 ag	Keap1 Nrf2 FP	HTR5A ag	LANA DNA inh
- CCCCCC(C)NC(=S)NC(=O)c1cc(S(=O)(=O)N2CCOCC2)ccc1C (configuration not stated)
    2.9	-23.3	-1.4	6.2	25.7	11.7	-1.2	3.5	14.6*	0.4
- O=C(COC(=O)[C@H](Cc1ccccc1)NC(=O)c1ccco1)NC(c1ccccc1)c1ccccc1
    -2.4	7.9	-1.2	-2.9	6.1	-5.5	0.5	-3.6	0.7	5.8

(cont.)
SMILES,V-ATPase pHluor,HTR5A inv ag,CAL PDZ FP,OPRM1-OPRD1 inv,RTF Ca sens act,Cardiac RTF inh,OPRM1-OPRD1 ag,Keap1 Nrf2 FP,HTR5A ag,LANA DNA inh
CC1(C)CC2CC(C)(CN2C(=O)c2cc(-c3ccccc3)on2)C1 (configuration not stated),-4.0,0.1,-4.8,-33.2,2.6,-12.1,4.4,-4.4,0.0,-0.7
COCC(=O)NC1CCN(CC(=O)Nc2ccccc2[N+](=O)[O-])CC1,-3.9,13.1,-4.0,-6.7,-6.3,-15.8,0.9,-1.2,-4.8,1.4
CCn1cc(CN(C)C(=O)/C=C/c2ccc([N+](=O)[O-])cc2)c(C)n1,-4.2,5.0,-2.6,22.6,1.0,-3.5,-4.2,0.0,1.4,2.4
O=C(CCN1C(=O)c2ccccc2C1=O)NCCN1CCOCC1,-0.2,-9.3,-1.3,16.3,-7.1,-6.9,-3.1,4.4,3.0,0.7
O=C(NCCn1cc(SCc2ccccc2F)c2ccccc21)c1c(F)cccc1F,-0.6,-4.1,.,-3.8,-0.8,-0.3,0.7,-0.9,2.7,0.4
O=C(OCc1ccccc1)N1CCC2CC1c1cc(N3CCCCC3)ccc12 (configuration not stated),0.0,-18.9,-3.7,9.5,-8.8,1.1,-2.0,-4.4,5.0,-3.4
O=C(Cc1c(Cl)cccc1Cl)OCC(=O)N1CCOCC1,12.8*,-4.8,.,10.8,0.1,7.7,-2.5,1.5,1.9,1.3
C=CC[C@@H](CC(=O)NCCO)C(=O)N[C@H](COC(=O)[C@@H](CC=C)Cc1ccc(F)cc1)Cc1c[nH]c2ccccc12,0.0,-3.3,-3.9,8.0,12.5,0.2,-1.7,-5.2,1.0,1.0
CCCCc1cc(C(=O)Cc2ccccn2)c(O)cc1O,-1.6,12.4,0.4,9.0,3.5,0.0,-1.9,0.2,-3.5,6.8
Cn1cnc2ncnc(Oc3ccc(Br)cc3)c21,0.8,11.2,-4.1,8.0,1.7,-9.2,-1.5,1.2,-2.8,-0.5
COc1ccc(C2C(C(=O)O)CC(=O)N2C2CCCCC2)cc1 (configuration not stated),-1.0,-23.3,-3.2,4.5,-5.5,-13.8,-0.8,0.0,6.0,-2.1
Cc1ccc(S(=O)(=O)N2CCOCC2)cc1NC(=O)COc1cccc(-n2cnnn2)c1,8.8,-1.9,5.3,9.0,-2.4,0.9,-2.3,-4.3,-4.6,0.1
CCOC(=O)N1CCC(N2Cc3cccc(C(=O)NCc4ccc(C)cc4)c3C2=O)CC1,0.8,-14.5,-6.8,0.9,2.2,-14.2,-0.1,1.5,2.5,1.0
CCC(=O)N(Cc1cc2cc(C)c(C)cc2[nH]c1=O)C1CCCCC1,-1.2,-3.6,-4.0,-2.6,1.8,-9.1,0.5,0.5,1.4,-0.2
COC(=O)c1ccc2nc(NC(=O)C(C)(C)C)sc2c1,-0.9,0.8,.,-4.2,-4.9,-6.0,0.7,-1.2,-0.3,-1.0

The listing continues:
SMILES,V-ATPase pHluor,HTR5A inv ag,CAL PDZ FP,OPRM1-OPRD1 inv,RTF Ca sens act,Cardiac RTF inh,OPRM1-OPRD1 ag,Keap1 Nrf2 FP,HTR5A ag,LANA DNA inh
C/C(=N\NC(=O)c1ccccc1O)c1cccs1,-2.9,9.3,-3.3,18.4,-1.1,-1.7,-3.8,2.0,-3.4,1.0
COc1ccc(-c2sc3cc4c(cc3c2C#Cc2ccc(N)cc2)OCO4)cc1,-6.2,-3.9,-3.7,0.6,-3.4,6.9,-0.1,5.4,1.7,1.8
CCCOc1ccc2c(c1)C(=NN=C(N)N)c1cc(OCCC)ccc1-2,4.1,-14.2,1.2,-11.9,5.3,1.6,2.6,1.9,4.0,-1.1
Cc1c(C=O)c(Cl)n(C)c(=O)c1C#N,3.6,-8.3,-0.9,-11.2,8.0,4.0,2.4,5.4,3.0,10.2
CCCCC1CCC(c2nc(-c3cccnc3)no2)CC1 (configuration not stated),1.9,-0.4,-4.8,8.3,4.7,0.6,-1.4,0.0,0.1,1.1
CCN1C(=O)c2ccc(C(=O)NCc3ccc4c(c3)OCO4)cc2C1=O,7.8,-4.2,.,17.7,-4.0,-2.7,-3.9,0.9,-1.8,0.7
Cc1cnc(C(=O)OCC(=O)Nc2ccc(C)c(S(=O)(=O)N3CCOCC3)c2)cn1,1.7,-8.7,-11.0,6.5,3.5,-1.5,-1.2,0.5,2.4,2.9
O=C(NCCN1CCOCC1)c1cc2c(=O)n3ccccc3nc2n1Cc1ccccc1,-0.4,-17.4,3.9,4.3,1.2,-5.0,-0.8,2.0,-6.6,-0.3
CC(=O)C(Sc1nnnn1-c1ccccc1)C(C)=O,-0.5,-5.9,-1.0,11.3,1.8,5.0,-2.3,-1.8,2.3,-0.1
C/C(CC(=O)Nc1cc(Cl)ccc1Cl)=N\NC(N)=S,-3.4,-43.0,0.2,2.6,-1.5,-7.9,-0.5,-0.7,6.6,0.4
